Screening results deposited in PubChem BioAssay by Broad Institute.
IDH1 R132H inh – IDH1 R132H (human) inhibition; IDH1 R132H reductase, diaphorase/resazurin fluorescence, 60 min; inhibition, % at 10 µM; actives 0.18% (n = 70,000); AID 624101; in the data active = inhibition above about 34%;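 note: 0% = DMSO and 100% = no enzyme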
Target sequence (O75874 whole entry R132H): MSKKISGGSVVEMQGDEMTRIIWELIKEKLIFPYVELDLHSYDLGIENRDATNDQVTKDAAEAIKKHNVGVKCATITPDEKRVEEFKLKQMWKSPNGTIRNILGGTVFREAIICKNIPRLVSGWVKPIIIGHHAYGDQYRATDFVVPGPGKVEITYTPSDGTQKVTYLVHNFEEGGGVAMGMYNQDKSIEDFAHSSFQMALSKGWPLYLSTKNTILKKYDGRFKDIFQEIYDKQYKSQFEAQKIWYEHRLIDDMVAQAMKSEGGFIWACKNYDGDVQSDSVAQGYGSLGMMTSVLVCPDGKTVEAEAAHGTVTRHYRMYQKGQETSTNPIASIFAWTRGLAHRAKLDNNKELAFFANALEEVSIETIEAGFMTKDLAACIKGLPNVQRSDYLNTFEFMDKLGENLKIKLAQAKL
EZH2 inh – inhibitors of human EZH2/PRC2 methyltransferase; Q15910; PRC2 H3K27 methylation, DELFIA TRF, 1 h; inhibition, % at 12.5 µM; actives 0.35% (n = 57,000); AID 651548;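 active = mean inhibition of replicates at least 50% and every single replicate also reaching 50%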;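 note: dimethyl H3K27 on biotinylated H3 21-44 peptide detected by antibody; plate controls were median neutral control wells for no effect and median positive control wells for full effect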
Starred values were filed as active, the others as inactive; x = not tested or not shown; & = joins results of further samples. This is a subset; the hit share may differ from the screen's.

SMILES	IDH1 R132H inh	EZH2 inh
C[C@@H]1CCCCO[C@H](CN(C)S(=O)(=O)c2ccccc2)[C@H](C)CN([C@H](C)CO)C(=O)c2cc(NC(=O)Nc3ccccc3)ccc2O1	3.1	x
C[C@@H]1CCCCO[C@@H](CN(C)Cc2ccc(C(=O)O)cc2)[C@@H](C)CN([C@H](C)CO)C(=O)c2cc(NC(=O)C3CCCCC3)ccc2O1	3.2	x
C[C@@H]1CCCCO[C@@H](CN(C)S(C)(=O)=O)[C@@H](C)CN([C@H](C)CO)C(=O)c2cc(NC(=O)Nc3ccc(C(F)(F)F)cc3)ccc2O1	1.8	x
CCC(=O)Nc1ccc2c(c1)OC[C@@H](C)N(C(=O)C1CC1)C[C@@H](C)[C@@H](OC)CN(C)C2=O	-0.4	8
CC(C)C(=O)Nc1ccccc1C(=O)OCc1cccc([N+](=O)[O-])c1	0.2	23
O=C(CCCCCCC(=O)Nc1ccccc1O)N/N=C/c1ccc(O)c(O)c1	x	-27
Nc1ncnc(Nc2ccccn2)c1[N+](=O)[O-]	0.1	4
CC(C)NC(=O)N(C)C[C@@H]1Oc2ccc(NC(=O)C3CC3)cc2C(=O)N([C@@H](C)CO)C[C@H]1C	-0.1	11
O=C(C[C@@H]1CC[C@@H](NC(=O)c2cccnc2)[C@H](CO)O1)NCCN1CCCCC1	-0.1	3
COc1ccc(NC(=O)N(C)C[C@H]2Oc3c(NC(=O)Nc4ccc5c(c4)OCO5)cccc3C(=O)N([C@H](C)CO)C[C@H]2C)cc1	-1.2	x
C[C@@H]1CCCCO[C@@H](CN(C)C(=O)Nc2ccccc2)[C@H](C)CN([C@H](C)CO)C(=O)c2cc(NC(=O)Nc3cccc4ccccc34)ccc2O1	1.9	x
CC1OC(OC2C(O)C(OCCc3ccc(O)c(O)c3)OC(CO)C2OC(=O)/C=C/c2ccc(O)c(O)c2)C(OC2OCC(O)C(O)C2O)C(O)C1O (centres undefined)	20	x
COc1ccc(S(=O)(=O)N(C)C[C@H]2Oc3c(NS(=O)(=O)c4c(C)noc4C)cccc3C(=O)N([C@H](C)CO)C[C@H]2C)cc1	2.5	x
C/C=C/c1ccc2c(c1)O[C@H](CN(C)C(=O)C1CCC1)[C@@H](C)CN([C@H](C)CO)S2(=O)=O	-0.8	-7
C[C@H]1CN([C@@H](C)CO)C(=O)Cc2cc(NC(=O)C3CC3)ccc2O[C@H]1CN(C)C(=O)NC1CCCCC1	0.0	x
COc1ccccc1NC(=O)Cn1nnc(-c2ccc(C(F)(F)F)cc2)n1	0.1	2
C[C@@H]1CN([C@@H](C)CO)S(=O)(=O)c2ccc(-c3ccncc3)cc2O[C@@H]1CN(C)C(=O)C1CCC1	x	9
COC(=O)C[C@@H]1C[C@H]2c3cc(NS(=O)(=O)c4ccccc4)ccc3O[C@H]2[C@@H](CO)O1	-0.1	-6
C[C@@H]1CN([C@H](C)CO)C(=O)Cc2cc(NS(=O)(=O)c3cn(C)cn3)ccc2O[C@@H]1CN(C)Cc1ccc(Cl)c(Cl)c1	-2.9	-2
O=C(C[C@H]1CC[C@@H](NC(=O)Nc2ccccc2)[C@@H](CO)O1)NCc1cccc(F)c1	0.3	-2

Some of the entries so far, with values under each structure:
Sequence of screens: IDH1 R132H inh, EZH2 inh
- CC(C)C(=O)Nc1ccccc1C(=O)OCc1cccc([N+](=O)[O-])c1
 : 0.2, 23
- O=C(CCCCCCC(=O)Nc1ccccc1O)N/N=C/c1ccc(O)c(O)c1
 : x, -27

Following part.
SMILES	IDH1 R132H inh	EZH2 inh
COC(=O)c1ccc(NC(=O)CCC(=O)c2ccc(OC)cc2)cc1	-0.1	-1
C[C@H]1CN([C@@H](C)CO)C(=O)Cc2cc(NC(=O)C3CC3)ccc2O[C@@H]1CN(C)S(=O)(=O)c1ccc(Cl)cc1	-5.0	0
Cc1noc(C)c1S(=O)(=O)N(C)C[C@H]1OCCCC[C@@H](C)Oc2ccc(NC(=O)NC(C)C)cc2C(=O)N([C@@H](C)CO)C[C@H]1C	0.4	x
Cc1noc(C)c1NC(=O)N(C)C[C@H]1OCCCC[C@H](C)Oc2ccc(NC(=O)Nc3ccc(F)cc3)cc2C(=O)N([C@@H](C)CO)C[C@@H]1C	2.9	x
C[C@@H]1CN([C@H](C)CO)C(=O)CCCn2nncc2CO[C@@H]1CN(C)Cc1ccc(Oc2ccccc2)cc1	-2.0	-3
C[C@H]1CN([C@@H](C)CO)C(=O)c2cc(NS(=O)(=O)c3cccs3)ccc2O[C@H]1CN(C)C	3.4	7
C[C@@H]1CCCCO[C@H](CN(C)S(=O)(=O)c2cccs2)[C@@H](C)CN([C@@H](C)CO)C(=O)c2cc(NS(=O)(=O)c3cccs3)ccc2O1	-0.8	x
Cc1ccc(S(=O)(=O)Nc2ccc3c(c2)CC(=O)N([C@@H](C)CO)C[C@H](C)[C@@H](CN(C)S(=O)(=O)c2cccs2)O3)cc1	-5.3	x
COCC#Cc1cnc2c(c1)C(=O)N([C@H](C)CO)C[C@@H](C)[C@@H](CN(C)C(=O)c1ccc3c(c1)OCO3)O2	-0.4	-12
C[C@@H]1CN([C@@H](C)CO)C(=O)CCCn2nncc2CO[C@H]1CN(C)Cc1ccc2c(c1)OCCN2C	-1.9	10
CCn1c(SCC(=O)Nc2ccccc2C)nc2ccccc2c1=O	-0.6	-25
O=C(C[C@@H]1C=C[C@H](NC(=O)c2ccccc2)[C@H](CO)O1)Nc1ccc(-c2ccccc2)cc1	-1.3	28
C[C@H](O)C#Cc1cnc2c(c1)C(=O)N([C@H](C)CO)C[C@H](C)[C@@H](CN(C)Cc1ccc(-c3ccccc3)cc1)O2	x	-23
OC(COc1ccc(Cl)cc1)Cn1cnc(-c2ccccc2)c1 (centres undefined)	-0.2	-10
COc1ccc(Cl)cc1N(CC(=O)Nc1cc(Cl)cc(Cl)c1)S(C)(=O)=O	0.0	13
CC(C)C#Cc1cnc2c(c1)C(=O)N([C@H](C)CO)C[C@@H](C)[C@@H](CN(C)C(=O)Nc1cccc(F)c1)O2	-0.6	x
O=C(NCc1ccc(-c2csnn2)cc1)c1cc(Cl)cc(Cl)c1	0.0	19
CNC[C@H]1OCCCC[C@@H](C)Oc2ccc(NS(=O)(=O)c3cn(C)cn3)cc2C(=O)N([C@@H](C)CO)C[C@@H]1C	5.5	x
CC(CCC(=O)Nc1ccccc1Cl)C(=O)O (centres undefined)	1.4	-7
C[C@@H]1CCCCO[C@@H](CN(C)S(=O)(=O)c2ccc(Cl)cc2)[C@H](C)CN([C@@H](C)CO)C(=O)c2cc(NC(=O)Nc3ccccc3)ccc2O1	1.1	x

Compound profiles, from the list above.
CC(C)C#Cc1cnc2c(c1)C(=O)N([C@H](C)CO)C[C@@H](C)[C@@H](CN(C)C(=O)Nc1cccc(F)c1)O2 is entered as IDH1 R132H inh: -0.6; EZH2 inh: x
Cc1ccc(S(=O)(=O)Nc2ccc3c(c2)CC(=O)N([C@@H](C)CO)C[C@H](C)[C@@H](CN(C)S(=O)(=O)c2cccs2)O3)cc1 is entered as IDH1 R132H inh: -5.3; EZH2 inh: x

Later entries
SMILES	IDH1 R132H inh	EZH2 inh
C[C@@H]1CN([C@@H](C)CO)C(=O)c2cc(NS(=O)(=O)c3ccc(F)cc3)ccc2O[C@@H]1CN(C)CC1CCCCC1	x	0
COCCNC(=O)C[C@H]1C[C@H]2c3cc(NC(=O)c4ccc5c(c4)OCO5)ccc3O[C@H]2[C@H](CO)O1	-0.3	8
C[C@H](CO)N1C[C@H](C)[C@H](CN(C)S(=O)(=O)c2ccc(Cl)cc2)OCCCC[C@H](C)Oc2ccc(NS(C)(=O)=O)cc2C1=O	0.4	x
CNC[C@H]1Oc2ccc(NS(=O)(=O)c3cn(C)cn3)cc2C(=O)N([C@@H](C)CO)C[C@H]1C	0.3	8
COc1cccc(N(CC(=O)Nc2ccc(F)cc2F)S(C)(=O)=O)c1	-0.3	-6
O=C(C[C@H]1CC[C@H](NC(=O)c2cnccn2)[C@@H](CO)O1)NCc1ccccc1F	0.1	2
C[C@H](CO)N1C[C@H](C)[C@@H](CN(C)S(C)(=O)=O)Oc2c(NC(=O)c3cnccn3)cccc2C1=O	1.2	x
C[C@H]1CN([C@@H](C)CO)C(=O)Cc2cc(NC(=O)Nc3ccccc3)ccc2O[C@H]1CN(C)C(=O)NC1CCCCC1	-8.6	12
CO[C@H]1CN(C)C(=O)c2cc(NC(=O)c3cnccn3)ccc2OC[C@H](C)NC[C@H]1C	-0.4	2
CCc1nc(SCC(=O)Nc2ccc(C)cc2)n[nH]1	1.0	-7
C=C1C(=O)O[C@@H]2/C=C(/CO[C@@H]3O[C@H](CO)[C@@H](O)[C@H](O)[C@H]3O)CC/C=C3\C[C@H](OC3=O)[C@@H]12	0.4	x
N#C/C(=C\c1cc(Cl)cc(Cl)c1)c1cccnc1	-1.4&-0.1	11
CO[C@@H]1CN(C)C(=O)c2ccc(NC(=O)C3CC3)cc2OC[C@@H](C)NC[C@@H]1C	0.1	2
C[C@H](CO)N1C[C@H](C)[C@H](CN(C)C(=O)Nc2ccccc2)Oc2ccc(NC(=O)Nc3cccc4ccccc34)cc2CC1=O	x	-26
Cc1noc(C)c1NC(=O)Nc1ccc2c(c1)C(=O)N([C@H](C)CO)C[C@H](C)[C@@H](CN(C)C(=O)NC(C)C)OCCCC[C@@H](C)O2	-1.4	x
CCC(=O)N(C)C[C@@H]1Oc2ncc(C#C[C@@H](C)O)cc2C(=O)N([C@@H](C)CO)C[C@H]1C	0.1	x
O=C(CSc1nc2ccccc2[nH]1)Nc1ccc(I)cc1	0.0	18
COc1ccccc1S(=O)(=O)N[C@@H]1CC[C@@H](CCNC(=O)C2CCOCC2)O[C@H]1CO	0.5	0
O=C(C[C@@H]1CC[C@@H](NC(=O)c2ccc3c(c2)OCO3)[C@@H](CO)O1)NCc1ccc(F)cc1	-0.1	-16
CC(C)COC(=O)N(C)C[C@@H]1OCc2cn(nn2)CCCC(=O)N([C@@H](C)CO)C[C@@H]1C	x	13
CC(=O)N[C@@H]1CC[C@H](CC(=O)NCc2ccc(Cl)cc2)O[C@H]1CO	0.1	-9
CNC[C@H]1Oc2ccc(NS(=O)(=O)c3ccc(OC)cc3)cc2CC(=O)N([C@@H](C)CO)C[C@H]1C	x	11
O=C(C[C@@H]1C[C@@H]2c3cc(NC(=O)C4CCC4)ccc3O[C@@H]2[C@@H](CO)O1)NCCN1CCCCC1	-0.3	-4
O=C(N[C@H]1CC[C@@H](CCNS(=O)(=O)c2ccc(F)cc2)O[C@@H]1CO)C1CC1	-0.2	0
C/C=C/c1cnc2c(c1)C(=O)N([C@@H](C)CO)C[C@@H](C)[C@@H](CN(C)C(=O)C1CCC1)O2	-0.6	-19
NCC[C@@H]1CC[C@@H](NC(=O)NC2CCCCC2)[C@H](CO)O1	0.2	10
C[C@H]1CCCCO[C@@H](CN(C)C(=O)Nc2ccccc2)[C@@H](C)CN([C@@H](C)CO)C(=O)c2cc(NC(=O)Cc3ccccc3)ccc2O1	2.6	x
C[C@H]1CN([C@@H](C)CO)C(=O)Cc2cc(NC(=O)Cc3ccccc3)ccc2O[C@H]1CN(C)Cc1ccc(Oc2ccccc2)cc1	-0.3	x
Cc1ccc(S(=O)(=O)Nc2ccc3c(c2)C(=O)N([C@H](C)CO)C[C@@H](C)[C@@H](CN(C)S(=O)(=O)c2ccccc2)OCCCC[C@@H](C)O3)cc1	-0.1	x
C[C@H](CO)N1C[C@H](C)[C@@H](CN(C)C(=O)Nc2cccc3ccccc23)Oc2ccc(NC(=O)CCC(F)(F)F)cc2C1=O	2.3	4
CNC[C@@H]1Oc2ccc(NC(=O)Nc3cccc4ccccc34)cc2C(=O)N([C@H](C)CO)C[C@@H]1C	x	-12
COc1ccc(NC(=O)N(C)C[C@H]2Oc3ccc(NC(=O)Nc4ccc(C(F)(F)F)cc4)cc3C(=O)N([C@H](C)CO)C[C@@H]2C)cc1	0.4	x
C[C@H](CO)N1C[C@H](C)[C@@H](CN(C)Cc2ccncc2)OCCCC[C@H](C)Oc2ccc(NC(=O)c3ccccc3)cc2C1=O	x	0
O=C(C[C@H]1C[C@@H]2c3cc(NC(=O)C4CCOCC4)ccc3O[C@@H]2[C@H](CO)O1)NCCc1ccccc1	-0.2	-4
COCC#Cc1ccc2c(c1)O[C@@H](CN(C)Cc1ccc3c(c1)OCO3)[C@@H](C)CN([C@H](C)CO)S2(=O)=O	-3.8	-5
O=C(C[C@@H]1C[C@@H]2c3cc(NC(=O)c4cccnc4)ccc3O[C@@H]2[C@@H](CO)O1)NCc1cccnc1	-0.4	-7
C[C@H]1CN([C@@H](C)CO)C(=O)c2cc(NC(=O)C3CC3)ccc2O[C@@H]1CN(C)C(=O)Nc1ccccc1	1.3	12
O=C(Nc1cc(C(F)(F)F)cc(C(F)(F)F)c1)c1cc(Cl)ccc1O	0.1	21
CO[C@@H]1CN(C)C(=O)c2cc(NC(=O)c3ccc(F)cc3)ccc2OC[C@H](C)N(C(=O)CC2CC2)C[C@@H]1C	-0.4	-1
C[C@@H]1CN([C@H](C)CO)C(=O)c2cc(NC(=O)Nc3cccc4ccccc34)ccc2O[C@@H](C)CCCCO[C@H]1CN(C)C(=O)c1ccccc1	-2.9	x
CC(C)(C)c1ccc(S(=O)(=O)N2CCN(c3ccc([N+](=O)[O-])c(NCc4cccnc4)c3)CC2)cc1	-0.1	-7

Taken from above:
C[C@H](CO)N1C[C@H](C)[C@@H](CN(C)Cc2ccncc2)OCCCC[C@H](C)Oc2ccc(NC(=O)c3ccccc3)cc2C1=O in EZH2 inh → 0
O=C(N[C@H]1CC[C@@H](CCNS(=O)(=O)c2ccc(F)cc2)O[C@@H]1CO)C1CC1 in IDH1 R132H inh → -0.2
O=C(C[C@H]1C[C@@H]2c3cc(NC(=O)C4CCOCC4)ccc3O[C@@H]2[C@H](CO)O1)NCCc1ccccc1 in IDH1 R132H inh → -0.2
